EPAC1 antag – qHTS for Antagonist of cAMP-regulated guanine nucleotide exchange factor 3 (EPAC1): primary screen. Rap guanine nucleotide exchange factor 3 (Homo sapiens), O95398. EPAC1 GEF assay, Rap1b-BODIPY-GDP exchange fluorescence. Potency, µM (top dose mostly 115 µM), inactives show at the top dose activity change, negative = inhibition, usual class: inhibitors. 0.14% of 360,000 active. AID 720709, 2013;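 note: potency is the fitted concentration of half-maximal effect; plate controls were vehicle for no effect and positive control for full effect; nearly all actives have a fitted effect of over 50% in size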
CCT chaperon mod – High-Throughput Screening for Modulators of Cytosolic Chaperonin Activity; purified chaperonin ATPase assay, HTRF ADP detection, 30 min; activity change, % (test concentration not listed), hits read low; 0.3% of 360,000 active; AID 651819, 2012; in the data active = activity change below about -30%; note: % is set by controls: 0 for no effect and ±100 for the full control effect
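First, chaperonin was dispensed at 40 nM or 20 nM final depending on batch activity. Next, compounds were pinned at 76 uM and ATP added at 10 uM. After 30 min at 37 °C, ADP detection reagents ran 30 min at ambient temperature.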
Mm-Cpn inhibitor – Inhibitors of TCP-1 ring complex (TRiC) of Methanococcus maripaludis (MmCpn): qHTS | 0.031% of 330,000 active | Potency, µM (highest dose often 76.9 µM), inactives show top-dose activity, negative = inhibition, hits mostly inhibitors | Chaperonin Mm-Cpn (Methanococcus maripaludis) | purified Mm-Cpn ATPase, ADP Transcreener TR-FRET | AID 504842, 2011; note: potency is the fitted concentration of half-maximal effect; % is set by controls: 0 for no effect and ±100 for the full control effect; nearly all actives have a fitted effect of over 80% in size
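ATPase read-out: TR-FRET ADP immunoassay (anti-ADP Eu cryptate vs ADP-d2), ex 320 nm, em 590/665 nm; signal drops as ADP forms. Enzyme 25 nM, ATP 10 uM, 30 min at 37°C after 10 min compound preincubation.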
PI5P4Ka inh – qHTS for Inhibitors of phosphatidylinositol 5-phosphate 4-kinase (PI5P4K). Phosphatidylinositol 5-phosphate 4-kinase type-2 alpha (Homo sapiens), P48426. PI5P4Kalpha enzyme, ADP-Glo luminescence, 60 min; active compounds read low. max response, %. 1.2% of 330,000 active; active = max response of -50% or lower; inconclusive = between -30% and -50%; inactive = -30% or higher; note: value at the top dose of about 77 µM; % is set by controls: 0 for no effect and ±100 for the full control effect
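qHTS, 1536-well: enzyme/substrate mix, compound by pin tool, 5 microM ATP final; RT 60 min; ADP-Glo reagents 1 (45 min) then 2 (30 min); luminescence.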
PLK1 PBD inh – qHTS for Inhibitors of PLK1-PDB (polo-like kinase 1 - polo-box domain): Primary Screen; Serine/threonine-protein kinase PLK1 (Homo sapiens), P53350; Plk1 PBD binding of FITC phosphopeptide, fluorescence polarization; Potency, µM, for the others: max response, negative = inhibition, actives largely listed as inhibitors; 2.8% of 360,000 active; AID 720504, 2013; note: potency is the fitted concentration of half-maximal effect; series mostly up to about 57 µM; % is set by controls: 0 for no effect and ±100 for the full control effect; nearly all actives have a fitted effect of over 65% in size
WRN helicase inh – qHTS for Inhibitors of WRN Helicase; Bifunctional 3'-5' exonuclease/ATP-dependent helicase WRN (Homo sapiens), Q14191; Potency, µM (series often up to 114 µM), without a hit: at the top dose activity change, negative = inhibition, hits mostly inhibitors; AID 651768, 2012; 0.46% of 360,000 active; WRN helicase unwinding, fluorescent forked duplex, kinetic; note: potency is the fitted concentration of half-maximal effect; % is set by controls: 0 for no effect and ±100 for the full control effect; nearly all actives have a fitted effect of over 55% in size
Target sequence (Q14191 whole entry, looked up): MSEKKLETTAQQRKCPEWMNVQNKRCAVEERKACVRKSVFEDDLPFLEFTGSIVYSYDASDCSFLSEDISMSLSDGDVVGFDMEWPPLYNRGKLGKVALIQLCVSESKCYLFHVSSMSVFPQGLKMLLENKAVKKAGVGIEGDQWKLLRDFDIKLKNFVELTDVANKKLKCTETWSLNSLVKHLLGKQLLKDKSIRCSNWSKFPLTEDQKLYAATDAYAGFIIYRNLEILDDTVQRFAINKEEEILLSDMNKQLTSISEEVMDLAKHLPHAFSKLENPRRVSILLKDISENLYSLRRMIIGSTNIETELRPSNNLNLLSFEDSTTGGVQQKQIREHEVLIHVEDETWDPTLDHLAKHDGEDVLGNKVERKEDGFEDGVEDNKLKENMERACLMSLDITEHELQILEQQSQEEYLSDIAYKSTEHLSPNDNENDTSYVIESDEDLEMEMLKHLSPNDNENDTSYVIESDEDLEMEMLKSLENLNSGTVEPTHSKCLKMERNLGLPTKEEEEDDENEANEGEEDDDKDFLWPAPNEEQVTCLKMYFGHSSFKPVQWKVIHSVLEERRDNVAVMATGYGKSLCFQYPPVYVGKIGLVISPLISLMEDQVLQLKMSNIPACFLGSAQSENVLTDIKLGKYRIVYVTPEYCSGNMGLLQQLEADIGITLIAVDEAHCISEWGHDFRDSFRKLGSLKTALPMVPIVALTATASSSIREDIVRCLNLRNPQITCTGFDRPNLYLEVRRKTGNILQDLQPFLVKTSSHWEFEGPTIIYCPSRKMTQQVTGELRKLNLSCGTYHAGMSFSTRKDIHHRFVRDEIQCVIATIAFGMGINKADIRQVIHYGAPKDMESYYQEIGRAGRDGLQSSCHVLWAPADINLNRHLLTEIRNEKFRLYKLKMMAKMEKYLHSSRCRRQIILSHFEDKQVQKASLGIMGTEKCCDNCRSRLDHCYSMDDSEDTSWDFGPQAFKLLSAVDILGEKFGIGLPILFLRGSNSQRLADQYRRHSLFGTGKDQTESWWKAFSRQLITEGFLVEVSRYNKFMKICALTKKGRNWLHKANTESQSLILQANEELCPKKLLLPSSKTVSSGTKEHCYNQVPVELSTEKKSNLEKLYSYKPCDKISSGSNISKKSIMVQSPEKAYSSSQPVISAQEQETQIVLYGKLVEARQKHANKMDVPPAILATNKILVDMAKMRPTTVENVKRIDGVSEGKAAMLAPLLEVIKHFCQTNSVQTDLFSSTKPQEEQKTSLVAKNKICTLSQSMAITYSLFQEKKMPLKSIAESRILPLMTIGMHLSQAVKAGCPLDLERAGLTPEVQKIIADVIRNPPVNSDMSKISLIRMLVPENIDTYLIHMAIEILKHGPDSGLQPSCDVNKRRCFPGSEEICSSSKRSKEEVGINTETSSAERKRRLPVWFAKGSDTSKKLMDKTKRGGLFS
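Kinetic red-fluorescence monitoring (525/598 nm) tracks WRN helicase activity after 100 nM fluorophore-quencher forked duplex and 2 mM ATP are added to 20 nM enzyme pretreated 15 min at room temperature with compound.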
EPAC1 ag – qHTS for Agonist of cAMP-regulated guanine nucleotide exchange factor 3 (EPAC1): primary screen | EPAC1 agonist qHTS, biochemical assay; response scale: 100% = response to 6.5 mM cAMP | Potency, µM (titrated, usually from 154 µM), without a hit: at the highest dose activation, usual class: activators | 0.073% of 360,000 active; note: potency is the fitted concentration of half-maximal effect; nearly all actives have a fitted effect of over 60% in size
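Normalized to 6.5 mM cAMP, activity reflects EPAC1-catalysed release of BODIPY-GDP from Rap1B, followed kinetically over 30 min at 480 nm excitation, 540 nm emission. Reaction contained 100 nM EPAC1, 250 nM Rap1B-BODIPY-GDP, 50 uM GDP.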
EPAC2 antag – qHTS for Antagonist of cAMP-regulated guanine nucleotide exchange factor 2 (EPAC2): primary screen; Rap guanine nucleotide exchange factor 4 (Homo sapiens), Q8WZA2; EPAC2 GEF exchange of Rap1B-BODIPY-GDP, fluorescence; Potency, µM (top dose mostly 114 µM), for the others: top-dose activity, negative = inhibition, hits mostly inhibitors; 0.18% of 360,000 active; note: potency is the fitted concentration of half-maximal effect; % is set by controls: 0 for no effect and ±100 for the full control effect; nearly all actives have a fitted effect of over 45% in size; many of its hits are not listed in these tables
Starred values were filed as active, the others as inactive; u = inconclusive; x = no result given; [ ] = another dose, or the depositor's remark. Unless noted, calls come from the whole dose curve; as a rule, active = well fitted curve in the direction sought with a large enough effect; inconclusive = small, poorly fitted or top-dose-only effect, or another doubt; inactive = no such curve, though single readings can be large; an effect the other way counts as inactive or inconclusive.

SMILES	EPAC1 antag	CCT chaperon mod	Mm-Cpn inhibitor	PI5P4Ka inh	PLK1 PBD inh	WRN helicase inh	EPAC1 ag	EPAC2 antag
O=C(NC1CC1)c1ccc2nc([C@@H]3O[C@H](CO)[C@H](O)[C@H](O)[C@H]3O)[nH]c2c1	-24%	-1.0	x	3	-19%	2%[57.1 µM]	-13%	-3%
COc1cccc(NC(=O)Cc2c(C(=O)O)[nH]c3ccccc23)c1	-4%	0.1	2%	x	-14%	-15%	4%	1%
COc1ccccc1C(=O)N1CCCC(c2nc(-c3cc(OC)c(OC)c(OC)c3)no2)C1 (centres undefined)	-28%	-1.5	-2%	-1	-5%	-2%	8%	-6%
CS(=O)(=O)N(CCc1ccccc1)CC(=O)Nc1ccc(OCc2ccccc2)cc1	-11%	-6.4	0%	3	-8%	-2%	-9%	-8%
COc1ccc(C)cc1N(CC(=O)NC(C)c1ccccc1)S(C)(=O)=O (centres undefined)	8%	1.6	2%	-2	-10%	-8%	10%	-6%
CC1Cc2[nH]c(=S)[nH]c(=O)c2C(c2ccc(C(C)C)cc2)O1 (centres undefined)	-7%	-2.9	x	-1	-15%	-3%	5%	-3%
CCc1ccc(C(=O)OCC(=O)NCC(F)(F)F)cc1	-25%	2.6	1%	10	-5%	11%	-3%	-1%
C=CCNC(=O)Nc1cc(Cl)ccc1OC	1%	0.9	-2%	-8	27µM*	11%	-6%	6%
COc1ccc(C(O)c2nc(-c3cccc(NC(C)=O)c3)cs2)cc1 (centres undefined)	0%	0.2	x	3	-10%	3%	-7%	-4%
COc1cc(C2C3=C(CC(C)(C)CC3=O)N(C)C3=C2C(=O)CC(C)(C)C3)cc(Br)c1O	-17%	-0.4	-1%	-3	2%	4%	-8%	-8%
O=C(CN1C(=O)CCC1=O)Nc1ccc(S(=O)(=O)N2CCOCC2)cc1	3%	0.4	0%	x	-2%	5%	-4%	10%
CC(C)COc1ccc(-c2nn(-c3ccccc3)cc2C(=O)Nc2nccs2)cc1	2%	-0.9	-1%	8	1%	-8%	10%	-8%
Cc1ccc(CC2CC(=O)N(c3ccc(Cl)cn3)C2=O)cc1 (centres undefined)	-3%	0.4	0%	-5	-6%	-1%	3%	-1%
COC(=O)c1ccccc1NC(=O)COC(=O)c1ccc(C)c(NC(=O)c2ccco2)c1	-5%	-3.0	-3%	x	2%	5%	2%	-4%
O=C(O)c1cc(S(=O)(=O)N(Cc2ccccc2)c2ccccc2)ccc1Cl	-8%	0.1	3%	0	1%	-1%	5%	4%
Brc1ccc(Cn2c(-c3ccc(Br)o3)nc3ccccc32)o1	-7%	-2.0	-10%	-2	-2%	-4%	-3%	-14%
COc1ccc(CN2CCNC(=O)C2CC(=O)NCc2cn3ccc(C)cc3n2)c(OC)c1 (centres undefined)	-2%	-0.8	0%	-2	-10%	-2%	2%	u
Cc1cc(F)ccc1-c1cc(C(=O)NC(C)C)[nH]n1	0%	-1.6	x	-11	0%	3%	-20%	27%
CCOC(=O)CSC1=Nc2ccccc2C2=NC(CC(=O)NCc3ccc4c(c3)OCO4)C(=O)N12 (centres undefined)	-13%	1.1	-2%	10	-6%	-8%	20%	2%
C[C@@H]1CN([C@@H](C)CO)C(=O)c2cc(Br)cnc2O[C@@H]1CN(C)S(=O)(=O)c1ccc(F)cc1	-8%	-1.3	x	-1	-23%	6%	-11%	2%
C=CCN(c1ccccc1)S(=O)(=O)c1cccc(C(=O)Nc2ccc(N3CCOCC3)cc2)c1	-9%	-5.3	0%	-5	-1%	-5%	9%	4%
COc1ccc(CN2CN(C(C)C)CSC2=S)cc1	3%	1.7	1%	x	u	-25%	2%	1%
CC(NC(=O)C(=O)N1CCOCC1)C(c1cccs1)N1CCN(c2ccccc2)CC1 (centres undefined)	u	-1.7	-13%	1	21µM*	-3%	5%	2%
COc1ccc(CN(C)C(=O)c2ccc(NS(=O)(=O)c3ccc(F)cc3)cc2)c(OC)c1OC	-17%	-2.2	1%	2	-6%	-14%	14%	2%

Another view of part of the listing above:
Structure | EPAC1 antag | CCT chaperon mod | Mm-Cpn inhibitor | PI5P4Ka inh | PLK1 PBD inh | WRN helicase inh | EPAC1 ag | EPAC2 antag
Brc1ccc(Cn2c(-c3ccc(Br)o3)nc3ccccc32)o1 | -7% | -2.0 | -10% | -2 | -2% | -4% | -3% | -14%
COc1ccccc1C(=O)N1CCCC(c2nc(-c3cc(OC)c(OC)c(OC)c3)no2)C1 (centres undefined) | -28% | -1.5 | -2% | -1 | -5% | -2% | 8% | -6%

Next part.
SMILES	EPAC1 antag	CCT chaperon mod	Mm-Cpn inhibitor	PI5P4Ka inh	PLK1 PBD inh	WRN helicase inh	EPAC1 ag	EPAC2 antag
Cc1ccc(NC(=O)c2nc[nH]c2C(=O)NCCCCCNC(=O)OC(C)(C)C)cc1	-15%	-1.4	1%	5	5%	-8%	-16%	-19%
Cc1cc(OCC(=O)N(C(C)C)C(C)C)ccc1Cl	-8%	-25	1%	-6	-14%	-4%	-12%	5%
CC(=O)Nc1ccc(NC(=O)COc2cc(O)c3c(c2)OC(C)(C)CC3=O)cc1	-13%	3.1	0%	0	-8%	-3%	-10%	-17%
CN(C(=O)COC(=O)CN1C(=O)C2CC=CCC2C1=O)c1ccccc1 (centres undefined)	1%	0.0	-2%	9	-5%	1%	-3%	14%
CC1(C)CC(=O)C=C(c2ccccc2-c2ccc(S(C)(=O)=O)cc2)C1=O	-16%	0.0	x	3	-2%	4%	-6%	1%
COc1cc2ccccc2cc1C(=O)NCC(c1cccs1)N(C)C (centres undefined)	-21%	-0.3	-1%	-3	-12%	3%	5%	-12%
CCn1c(C(C)NC(=O)c2ccc(Cl)cc2)n[nH]c1=S (centres undefined)	7%	0.5	0%	1	-9%	6%	8%	-1%
O=C(CSc1nc2ccc(Cl)cc2[nH]1)NCc1ccco1	-21%	0.4	-3%	-21	-24%	u	-2%	-4%
O=C(c1cccc(NC2=NC3CS(=O)(=O)CC3S2)c1)N1CCN(c2ncccn2)CC1 (centres undefined)	-7%	-0.5	0%	2	-3%	0%	9%	-6%
Cc1ccc(C)c(NC(=O)CN(C)C(=O)[C@@H](NC(N)=O)C(C)C)c1	-6%	-1.8	-11%	-2	-1%	4%	-7%	-6%
Cc1cc2c(cc1C)CSC(c1ccccc1O)SC2	0%	-1.8	-1%	x	0%	-2%	22%	-2%
Fc1ccccc1/C=N/n1cnnc1	-9%	1.0	0%	x	0%	-9%	13%	-3%

A run of entries from further up, as a working copy:
SMILES	EPAC1 antag	CCT chaperon mod	Mm-Cpn inhibitor	PI5P4Ka inh	PLK1 PBD inh	WRN helicase inh	EPAC1 ag	EPAC2 antag
Cc1cc(OCC(=O)N(C(C)C)C(C)C)ccc1Cl	-8%	-25	1%	-6	-14%	-4%	-12%	5%
CC(=O)Nc1ccc(NC(=O)COc2cc(O)c3c(c2)OC(C)(C)CC3=O)cc1	-13%	3.1	0%	0	-8%	-3%	-10%	-17%

The list goes on.
SMILES	EPAC1 antag	CCT chaperon mod	Mm-Cpn inhibitor	PI5P4Ka inh	PLK1 PBD inh	WRN helicase inh	EPAC1 ag	EPAC2 antag
CCOc1cc(C2Nc3ccccc3NC3=C2C(=O)CC(C)(C)C3)ccc1O (centres undefined)	-6%	1.4	-4%	-3	-5%	1%	1%	3%
CC(=O)OC1CCC2(C)C(CCC3C4CC=C(C(C)=O)C4(C)OC(=O)CC32)C1 (centres undefined)	15%	0.7	x	5	-26%	-23%	-9%	-15%
CN(CC(=O)Nc1ccc(F)c(F)c1F)C(=O)C1CCC1	2%	-1.2	-2%	3	-2%	0%	0%	13%
Cc1cccc(N2CCN(S(=O)(=O)c3cccc4nonc34)CC2C)c1 (centres undefined)	1%	-1.2	-3%	9	10%	-8%	3%	-8%
Cc1ccc(S(=O)(=O)N2CCC(C(=O)Nc3nnc(-c4ccc(F)cc4)s3)CC2)cc1	-22%	-2.0	u	-9	-19%	4%	6%	-5%
CCOC(=O)CSc1ccc2nnc(-c3ccccc3)n2n1	u	-4.6	-6%	-13	-2%	-3%	-6%	-1%
CCOc1ccc(CCNC(=O)COC(=O)c2ccncc2)cc1OCC	14%	0.5	-1%	9	-23%	-1%	-10%	0%
COc1ccc(Cl)cc1NC(=O)COC(=O)/C=C/c1c(C)nn(C2CCS(=O)(=O)C2)c1Cl (centres undefined)	9%	3.4	-1%	2	1%	-12%	-8%	12%
CCc1nnc(NC(=O)CSc2nc3cc4c(cc3cc2C)OCCO4)s1	-3%	-0.2	-3%	x	-9%	-2%	11%	2%
Cc1ccc(NC(=S)NC(C)(C)C)c([N+](=O)[O-])c1	-1%	0.2	-1%	16	-10%	-5%	5%	3%
CCC(NC(=S)NCc1ccccc1)C(=O)O (centres undefined)	4%	0.6	1%	x	-7%	5%	-2%	10%
Cc1c(OC(C)C(=O)NCC2CCC(C(=O)O)CC2)ccc2c3c(c(=O)oc12)CCCC3 (centres undefined)	6%	-37*	0%	-2	-3%	0%	-3%	7%
Cc1ccc(NC(=O)CCCNC(=O)c2ccc(Cl)cc2)nc1	-4%	-3.7	-2%	-3	3%	1%	-2%	11%
O=C(O)CC(NNC(=O)c1ccccc1)C(=O)Nc1cccc([N+](=O)[O-])c1 (centres undefined)	6%	-2.2	2%	5	-30%	-5%	10%	-6%
O=C(NOCc1ccccc1)c1coc(-c2ccccc2)n1	-2%	0.9	3%	5	-5%	-5%	2%	-1%
COc1cccc(C(=O)OCC(=O)N2CCc3ccccc32)c1OC	5%	-0.9	0%	1	-6%	-9%	3%	-1%
COc1ccc(NC(=O)COC(=O)c2ccc(OCc3ccccc3Cl)c(OC)c2)c(OC)c1	-11%	-3.0	1%	1	u	-24%	5%	3%
CCOc1cc(C)nc(Oc2ccc(=O)[nH]n2)n1	7%	-3.0	0%	x	-10%	6%	0%	0%
O=C(CSCc1ccc(Cl)cc1)N/N=C/c1c(Cl)cccc1Cl	-12%	-0.8	-9%	2	-4%	9%	-3%	15%
O=C(COc1ncnc2sccc12)N1CCc2ccccc2C1	9%	1.4	2%	2	-6%	-12%	-3%	14%

Bioassay records (PubChem BioAssay)

A portion of the library; rates above refer to the full screens.
